Bfl-1 inhibitors = displacement of Bid BH3 peptide from Bfl-1 – biochemical, fluorescence polarization, FITC-Bid, mouse, primary screen (AID 432); FITC-Bid BH3 peptide fluorescence polarization displacement; higher % means a stronger effect; one-dose displacement, % at 20 µM; IC50 in µM for titrated hits; 64,000 tested, 0.02% active; in the data active means a potency from the dose series; inactive means the rest, 99 in 100 with displacement below about 15%; further: strong numbers were not always called active
Spn MK inh = S. pneumoniae mevalonate kinase inhibition | AID 555 | 65,000 tested, 0.48% active | inhibition, % at 10 µM | purified MK, PK/LDH-coupled NADH absorbance 340 nm;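 active means ranked among the strongest by inhibition in the single 10 µM screen, a fixed top-ranked set picked for dose follow-up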; further: no value below 0 was filed
HT1080 cytotoxicity = HT1080 cell viability loss – fluorescence readout (AID 620); HT1080 viability, fluorescence; higher % means a stronger effect; one-dose cytotoxicity, % at 10 µM; EC50 in µM for titrated hits; 87,000 tested, 0.42% active;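 further: cells exposed to compound overnight then 4 h with Alamar Blue; 0% = vehicle DMSO and 100% = killing control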
HPDE-C7 viability = cytotoxicity in HPDE-C7 cells, cell-based, fluorescence, HTS (AID 430). 63,000 tested, 1.8% active. cytotoxicity, % at 10 µM, or EC50 in µM where a hit was titrated. HPDE-C7 pancreatic duct cells viability, fluorescence; higher % means a stronger effect;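 further: cells exposed to compound for 48 hours before viability readout; 0% = vehicle and 100% = reference cytotoxic drug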
LYP phosphatase = LYP phosphatase inhibitors, primary screen, biochemical, DiFMUP fluorescence, recombinant catalytic domain, 10 µM (AID 606); 52,000 tested, under 10 active; inhibition, % at 10 µM; hits with a dose series show IC50 in µM; recombinant LYP catalytic domain, DiFMUP fluorescence; higher % means a stronger effect;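 active means IC50 under 40 µM in the dose-response test; inactive means IC50 of 40 µM or more, or never dose-tested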
KRASV12 cytotoxicity = cytotoxicity in KRAS-transformed pancreatic duct cells, primary screen, cell-based, fluorescence, HTS (AID 431); 63,000 tested, 1.7% active; cytotoxicity, % at 10 µM, or EC50 in µM where a hit was titrated; HPDE-C7K KRASV12 cells, Alamar Blue viability, 48 h; higher % means a stronger effect;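 active means compounds whose percent cytotoxicity in the single-dose primary screen, scaled between solvent and toxic-drug controls, exceeds 50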;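 further: 0% = DMSO solvent wells and 100% = doxorubicin-treated wells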
DPM-DC inhibit = inhibitors of Streptococcus pneumoniae diphosphomevalonate decarboxylase | calls only at 10 µM | AID 556 | 65,000 tested, 0.49% active | purified DPM-DC, PK/LDH coupled NADH fluorescence;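 active means the 320 compounds with the highest percent inhibition in the single-dose primary screen, excluding strongly autofluorescent ones, cut at about 32% in these data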;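 further: kinetic rate of NADH fluorescence loss reporting ADP formed by the decarboxylase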
PMK inhibit = S. pneumoniae PMK inhibition | purified PMK, PK/LDH-coupled NADH absorbance 340 nm | inhibition, % at 10 µM | 65,000 tested, 0.49% active;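 active means top-ranked compounds by inhibition in the single 10 µM screen, taking a fixed number of the strongest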;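 further: 0% = full reaction with DMSO carrier and 100% = background rate without enzyme reaction; no value below 0 was filed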
Alkaline phosphatase = human TNAP enzyme inhibitors, biochemical, luminescent (AID 518) | one-dose inhibition, % at 20 µM; IC50 in µM for titrated hits | purified TNAP enzyme, luminescent substrate readout; higher % means a stronger effect | 64,000 tested, 0.09% active; in the data active means a potency from the dose series; inactive means the rest, 99 in 100 with inhibition below about 22%;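 further: plate controls were vehicle for no effect and reference inhibitor for full effect; many of its hits are not listed in these tables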
PMK inhibit pilot replicates = recorded beside PMK inhibit, whose call it bears; inhibition, %; measured here: pilot screen replicates
Spn MK inh pilot replicates = second read-out of Spn MK inh, no call of its own (marks repeat the call); inhibition, %; measured here: pilot screen replicates
DPM-DC inhibit pilot screen % = second read-out of DPM-DC inhibit, no call of its own (marks repeat the call); inhibition, %; measured here: pilot screen trials
Active calls of the source: *; i = inactive; · = not tested or not shown. Unless noted, no stated cut-off is given here; in the data, active means cytotoxicity above about 50%; inactive means the rest.

SMILES	Bfl-1 inhibitors	Spn MK inh	HT1080 cytotoxicity	HPDE-C7 viability	LYP phosphatase	KRASV12 cytotoxicity	DPM-DC inhibit	PMK inhibit	Alkaline phosphatase	others
CNC(=O)CC(C(=O)O)c1ccc(OCC(C)C)cc1 (stereo unspecified)	-8%	3	1%	7%	-16%	7%	i	0	10%	PMK inhibit pilot replicates=0.5;Spn MK inh pilot replicates=0.0;DPM-DC inhibit pilot screen %=0.0
CCc1nnc(NC(=O)C(NS(=O)(=O)c2ccc3c(c2)OCCO3)C(C)C)s1 (stereo unspecified)	-2%	11	6%	4%	·	4%	i	18	11%
O=C(O)c1ccc(S(=O)(=O)c2ccc3c(c2)C(=O)N(CC2CCCO2)C3=O)cc1 (stereo unspecified)	-1%	1	-9%	-6%	-1%	-3%	i	0	6%
CCOc1ccc(NC2=NC(C(=O)NCc3ccccc3)CC(=O)N2)cc1 (stereo unspecified)	-6%	1	7%	-16%	20%	-13%	i	10	11%
CC(Sc1ccc2nnc(-c3ccc(F)cc3)n2n1)C(=O)O (stereo unspecified)	7%	18	1%	-22%	1%	-21%	i	6	-4%
CC(C)c1cc(C(=O)N2CCN(C(c3ccccc3)c3ccccc3)CC2)no1	-4%	0	-4%	-14%	·	-6%	i	0	1%
CCOc1cc2c3c(c1)C1(OCCO1)C(=O)N3C(C)(C)CC2C (stereo unspecified)	-11%	2	2%	-6%	·	-6%	i	7	13%
CC(C)N=C(NC#N)SCc1ccccc1F	-3%	7	12%	-7%	·	-2%	i	10	9%
Cc1csc(NC(=O)CCNS(=O)(=O)c2ccc3c(c2)c(=O)n(C)c(=O)n3C)n1	-5%	0	13%	-6%	-21%	-11%	i	17	7%
COc1ccc(N2C(=O)CC(NCc3cccs3)C2=O)cc1 (stereo unspecified)	6%	11	4%	4%	13%	4%	i	13	1%
Cc1cc(NC(=O)COC(=O)CSc2nc3cc(Cl)ccc3n2Cc2ccccc2)no1	-1%	0	2%	-4%	·	3%	i	10	9%
COc1cc(C2NC(=O)NC(C)=C2C(=O)OCC2CCCO2)ccc1O (stereo unspecified)	8%	0	12%	-18%	·	-20%	i	4	16%	PMK inhibit pilot replicates=0.0;Spn MK inh pilot replicates=0.0;DPM-DC inhibit pilot screen %=0.0
COc1ccc(-c2nnc(SCC(=O)c3ccc(C)o3)o2)cc1	·	4	2%	·	·	·	i	4	·
O=C(Nc1cccc(F)c1)C1CCN(C(=O)Cc2ccccc2)CC1	-2%	8	-2%	2%	-8%	12%	i	4	4%
Cc1ccc(-n2c(SCc3cn4ccsc4n3)nc3ccccc3c2=O)cc1	2%	3	8%	23%	·	30%	i	7	15%
Cc1c(NC(=O)C2CC=CCC2C(=O)O)c(=O)n(-c2ccccc2)n1C (stereo unspecified)	-2%	5	0%	-1%	-4%	-6%	i	6	3%
O=C1O/C(=C\C(=O)N2CCOCC2)c2ccccc21	-3%	5	5%	18%	10%	16%	i	8	12%
CCC(=O)NC(=Nc1nc2ccccc2s1)NC(=O)CC	-11%	11	-5%	-15%	1%	-6%	i	13	9%
Cn1c(C(=O)OCC(=O)NCc2cccs2)cc2sccc21	-1%	8	-4%	9%	-3%	-3%	i	14	16%
Cc1cc2c(cc(C(=O)O)n2C)s1	-6%	2	-7%	0%	8%	5%	i	6	4%
CCC(CC)C(=O)Nc1c2c(nn1-c1ccc(OC)cc1)CS(=O)C2 (stereo unspecified)	-2%	7	3%	-12%	8%	-9%	i	11	-1%
CC1C=CCC2C(=O)N(c3cccc(C(=O)N4CCCCCC4)c3)C(=O)C12 (stereo unspecified)	3%	0	-6%	4%	·	-3%	i	5	8%
COCCNC(=O)c1sc2nc(-c3ccccc3)cn2c1C	7%	4	29%	4%	23%	-7%	i	6	9%
Cc1ccc2c(c1)c1c3n2CCN(C(=O)C2CC2)C3CCC1 (stereo unspecified)	7%	11	-15%	-7%	3%	-3%	i	3	16%
CC(C)(C)C1=C(C#N)C(c2cc3c(cc2Br)OCO3)C(C#N)=C(N)O1 (stereo unspecified)	-3%	10	-6%	2%	15%	-12%	i	15	17%
Following part:
SMILES	Bfl-1 inhibitors	Spn MK inh	HT1080 cytotoxicity	HPDE-C7 viability	LYP phosphatase	KRASV12 cytotoxicity	DPM-DC inhibit	PMK inhibit	Alkaline phosphatase	others
CCN(CC)CCCN1C(=O)C(=O)/C(=C(/O)c2ccc3c(c2)CC(C)O3)C1c1cccnc1 (stereo unspecified)	-6%	0	14%	-10%	-23%	-27%	i	4	-8%
O=C(Nc1nnc(CCN2CCCCC2)s1)C1CCCCC1	2%	11	-6%	-2%	0%	1%	i	15	9%	PMK inhibit pilot replicates=3.5;Spn MK inh pilot replicates=0.0;DPM-DC inhibit pilot screen %=0.0
O=C(NCc1ccco1)c1cc(-c2cccc(Cl)c2)on1	-8%	0	2%	2%	6%	-2%	i	11	2%
O=C(CSc1ncnc2c1oc1ccccc12)OCc1ccccc1	0%	4	-7%	5%	·	-1%	i	6	8%
Cc1cc(C)c(NC(=O)CN2CCN(C)CC2)c(C)c1	-1%	4	6%	4%	4%	-2%	i	6	5%
Cc1ccc(NC(=O)CN2C(=O)NC3(CCC(C)CC3)C2=O)c(Cl)c1 (stereo unspecified)	-5%	7	8%	-8%	11%	9%	i	16	9%
Cc1cccc(C)c1NC(=O)CSc1nnc(-c2ccoc2C)n1C	-7%	12	7%	-6%	19%	-6%	i	11	7%
CCSc1nnc(NC(=O)CSc2nnc(Cc3cccn3C)n2-c2ccc(F)cc2)s1	6%	3	1%	66%*	·	50%	i	11	8%
COc1ccc(-c2noc(CN(C(=O)c3ccc(OC(C)=O)cc3)C(C)C)n2)cc1OC	-8%	3	12%	-2%	-7%	3%	i	12	5%
CCOC(=O)c1c(C)c2c(n1C)CCC/C2=N\O	1%	7	0%	4%	·	0%	i	8	0%
N#CC(C(=O)OC1CCCCC1)c1nc2ccccc2nc1N1CCOCC1 (stereo unspecified)	-8%	5	2%	-1%	-3%	0%	i	9	20%
N#Cc1nc(-c2ccc(F)cc2)oc1NCc1cccc2c1OCO2	10%	10	-12%	-15%	4%	-17%	i	0	3%
O=C(C1CCC(C(=O)N2CCCCC2)CC1)N1CCCCC1 (stereo unspecified)	-1%	9	-2%	-8%	3%	-15%	i	8	18%
CC1CC(C)CN(c2nc3c(c(=O)[nH]c(=O)n3C)n2CCCSc2nc3ccccc3s2)C1 (stereo unspecified)	1%	8	-8%	10%	8%	-2%	i	6	12%	PMK inhibit pilot replicates=3.0;Spn MK inh pilot replicates=0.0;DPM-DC inhibit pilot screen %=0.5
COc1cc(Nc2cc(C)nc3ncnn23)cc(OC)c1	36%	4	3%	-8%	-5%	-2%	i	0	1%
COc1cccc(-c2nnc(SCC(=O)N3CCOCC3)o2)c1	-3%	0	0%	-6%	21%	-11%	i	3	1%
C=CCNC(=O)C1CC(=O)N(c2ccc(OCC(=O)NCc3ccccc3)cc2)C1 (stereo unspecified)	3%	9	1%	-8%	15%	0%	i	4	10%
CC(=O)Nc1nc(CCC(C)C)cc2c1c(=O)oc1ccccc12	-2%	8	-3%	-12%	11%	-21%	i	0	-4%
Cc1cccc(NC(=O)CCN2CCOCC2)c1	-7%	4	10%	5%	-2%	2%	i	5	-2%
CCN(CC)CCNC(=O)Cn1nc(-c2ccccc2)c2ccccc2c1=O	-1%	2	6%	-1%	·	12%	i	0	10%
CCOc1nc(S(=O)(=O)c2ccc(C)cc2)c(Cl)s1	-1%	8	-5%	14%	-2%	18%	i	10	13%
[O-][n+]1onc2c1CCc1c-2nn(-c2ccccc2Cl)[n+]1[O-]	-7%	6	33%	24%	-3%	22%	i	8	4%
CC(=O)N1CCCc2cc(S(=O)(=O)NC(C(=O)NCc3ccc(C)cc3)C(C)C)ccc21 (stereo unspecified)	-2%	8	-4%	-7%	-4%	-4%	i	12	6%
CC(=O)N1CCN(c2ccc(NCc3cccs3)cc2)CC1	-8%	0	2%	9%	-10%	12%	i	5	10%
COc1cccc(C2N(c3cccc(Cl)c3)C(=O)C3CCCN32)c1 (stereo unspecified)	2%	11	-6%	-1%	3%	-6%	i	0	8%
The results go on.
SMILES	Bfl-1 inhibitors	Spn MK inh	HT1080 cytotoxicity	HPDE-C7 viability	LYP phosphatase	KRASV12 cytotoxicity	DPM-DC inhibit	PMK inhibit	Alkaline phosphatase	others
Cn1c(=O)c2c(nc(CN3CCC(Cc4ccccc4)CC3)n2CCN2CCOCC2)n(C)c1=O	-5%	8	9%	-1%	1%	1%	i	10	9%
O=C(O)CCCCCNS(=O)(=O)c1ccc(Cl)cc1	-6%	5	4%	-8%	3%	-21%	i	0	4%
CC(=O)NC(Cc1c[nH]c2ccccc12)C(=O)OCC(=O)Nc1cc(C)on1 (stereo unspecified)	-3%	3	4%	-12%	-1%	-4%	i	14	4%	PMK inhibit pilot replicates=0.0;Spn MK inh pilot replicates=7.0;DPM-DC inhibit pilot screen %=2.5
Clc1ccc(Cl)c(-c2ccc(/C=N/c3ncn[nH]3)o2)c1	-11%	2	-5%	12%	-4%	-4%	i	17	24%	PMK inhibit pilot replicates=4.5;Spn MK inh pilot replicates=0.0;DPM-DC inhibit pilot screen %=0.0
CC(C)CN(C(=O)COC(=O)Cn1cnc2ccccc2c1=O)C1CCS(=O)(=O)C1 (stereo unspecified)	8%	3	2%	-4%	·	5%	i	0	4%
CC1=C(C(N)=O)C(c2ccco2)C(C(N)=O)=C(C)N1	0%	0	-4%	-7%	2%	-14%	i	0	3%
O=C(CN(Cc1ccco1)C(=O)CNS(=O)(=O)c1ccccc1)NCc1ccccc1	-3%	6	-3%	-1%	-1%	-13%	i	4	1%
COc1ccccc1-n1c(SCC(=O)NC(C)(C)C)nc(O)cc1=O	1%	6	2%	26%	3%	4%	i	5	6%
CCOC(=O)c1nnc2cc(-c3ccccc3)nn2c1C	-4%	3	1%	4%	2%	-6%	i	3	12%
CCOC(=O)N1CCN(S(=O)(=O)c2cc(Br)cc3c2N(C(C)=O)C(C)C3)CC1 (stereo unspecified)	1%	6	19%	·	·	·	i	0	4%
CC1=C(C)C(=O)C(CCCCC#CCCCC#CCO)=C(C)C1=O	1%	9	-9%	-1%	21%	12%	i	2	12%	PMK inhibit pilot replicates=3.5;Spn MK inh pilot replicates=0.0;DPM-DC inhibit pilot screen %=0.0

By substructure: the entries above with fluorine.
SMILES	Bfl-1 inhibitors	Spn MK inh	HT1080 cytotoxicity	HPDE-C7 viability	LYP phosphatase	KRASV12 cytotoxicity	DPM-DC inhibit	PMK inhibit	Alkaline phosphatase	others
CC(Sc1ccc2nnc(-c3ccc(F)cc3)n2n1)C(=O)O (stereo unspecified)	7%	18	1%	-22%	1%	-21%	i	6	-4%
CC(C)N=C(NC#N)SCc1ccccc1F	-3%	7	12%	-7%	·	-2%	i	10	9%
O=C(Nc1cccc(F)c1)C1CCN(C(=O)Cc2ccccc2)CC1	-2%	8	-2%	2%	-8%	12%	i	4	4%
CCSc1nnc(NC(=O)CSc2nnc(Cc3cccn3C)n2-c2ccc(F)cc2)s1	6%	3	1%	66%*	·	50%	i	11	8%
N#Cc1nc(-c2ccc(F)cc2)oc1NCc1cccc2c1OCO2	10%	10	-12%	-15%	4%	-17%	i	0	3%

Screening results as filed in PubChem.
